High-throughput results as filed in PubChem.
BioA inh – blocks M. tuberculosis BioA enzyme activity. 0.096% of 360,000 active. inhibition, % at 9.99 µM. purified M. tuberculosis BioA enzyme, plate reader. AID 602481; in the data active = inhibition above about 40%
An asterisk follows results filed as active. Not all compounds are listed. The share of hits here may be higher or lower than overall.

CNC(=O)C[C@@H]1CC[C@@H]2[C@@H](COc3ccc(NC(=O)Nc4ccc(Cl)cc4)cc3C(=O)N2C)O1
  BioA inh: 0.3

CC=Cc1ccc2n(c1=O)C[C@H]1[C@H](CO)[C@@H](C(=O)NCCC)N(Cc3cocn3)[C@@H]21 (mixture of isomers)
  BioA inh: -0.2

O=C(Nc1ccccc1)N[C@H]1CC[C@H](CCNS(=O)(=O)c2cccc(F)c2)O[C@@H]1CO
  BioA inh: 2.5

COc1ccccc1C#Cc1ccc([C@H]2[C@H]3CN(C(=O)C4CC4)CCCCN3[C@H]2CO)cc1
  BioA inh: -2.8

COc1ccccc1C(=O)Nc1ccc2c(c1)C(=O)N(C)C[C@@H](OC)[C@H](C)CN(CC1CC1)[C@@H](C)CO2
  BioA inh: -0.1

C[C@H]1CN([C@@H](C)CO)C(=O)c2cc(C#CC3(O)CCCC3)cnc2O[C@@H]1CN(C)C(=O)CN(C)C
  BioA inh: 0.8

COCC(=O)Nc1ccc2c(c1)OC[C@H](C)N(C)C[C@@H](C)[C@@H](OC)CN(C)C2=O
  BioA inh: -1.8

COc1ccccc1C(=O)N1C[C@H]2[C@@H](c3ccccc31)[C@@H](CO)N2Cc1ccc(F)cc1
  BioA inh: 0.3

Cc1noc(C)c1S(=O)(=O)N(C)C[C@@H]1Oc2ccc(NC(=O)Nc3ccc(F)cc3)cc2CC(=O)N([C@@H](C)CO)C[C@H]1C
  BioA inh: 0.0

CO[C@@H]1CN(C)C(=O)c2ccc(NC(=O)c3cccc(F)c3)cc2OC[C@H](C)N(CC2CC2)C[C@@H]1C
  BioA inh: 1.5

COc1ccc(-c2cnc3c(c2)C(=O)N([C@H](C)CO)C[C@H](C)[C@H](CN(C)S(=O)(=O)c2cccc(F)c2)O3)cc1
  BioA inh: -0.7

N#Cc1cccc(-c2ccc([C@H]3[C@H](CO)N4CCCCN(C(=O)Nc5ccccc5)C[C@@H]34)cc2)c1
  BioA inh: -1.0

COc1ccccc1C#Cc1ccc([C@H]2[C@@H](CO)N3CCCCN(C(=O)C4CCC4)C[C@@H]23)cc1
  BioA inh: -1.6

COc1ccc(S(=O)(=O)N(C)C[C@@H]2Oc3c(NC(=O)c4ccc(-c5nccs5)cc4)cccc3C(=O)N([C@H](C)CO)C[C@@H]2C)cc1
  BioA inh: -2.3

C[C@H](CO)N1C[C@H](C)[C@@H](CN(C)S(=O)(=O)c2cn(C)cn2)Oc2ccc(NC(=O)Cc3cn(C)c4ccccc34)cc2C1=O
  BioA inh: -0.3

CCC(=O)NC[C@@H]1[C@@H](c2ccc(-c3ccccc3)cc2)[C@@H](CO)N1C(=O)C1CC1
  BioA inh: 3.8

C[C@@H]1CN([C@@H](C)CO)C(=O)c2c(c3ccccc3n2C)-c2ccccc2CO[C@@H]1CN(C)S(=O)(=O)c1ccccc1F
  BioA inh: 6.7

COc1ccccc1-c1ccc2c(c1)O[C@H](CN(C)S(=O)(=O)c1ccccc1)[C@H](C)CN([C@H](C)CO)S2(=O)=O
  BioA inh: 4.3

O=C(c1cccc(F)c1)N1C[C@@H]2[C@H](c3ccccc31)[C@H](CO)N2C(=O)c1cccc(F)c1
  BioA inh: 4.7

C[C@@H]1CN([C@H](C)CO)C(=O)c2cccc(NC(=O)Nc3cccc4ccccc34)c2O[C@H]1CN(C)C(=O)Nc1ccccc1
  BioA inh: -1.5

C[C@H](CO)N1C[C@H](C)[C@@H](CN(C)C(=O)Nc2ccccc2)OCc2ccccc2-c2ccccc2C1=O
  BioA inh: -0.1

CO[C@H]1CN(C)C(=O)c2ccc(NC(=O)C3CCCCC3)cc2OC[C@H](C)NC[C@H]1C
  BioA inh: -1.5

C[C@H](CO)N1C[C@H](C)[C@H](CN(C)Cc2ccncc2)Oc2c(NS(=O)(=O)c3ccccc3)cccc2C1=O
  BioA inh: -1.3

C[C@@H]1CN([C@@H](C)CO)C(=O)Cc2cc(NC(=O)Nc3ccc(F)cc3)ccc2O[C@@H]1CN(C)S(=O)(=O)c1ccc(F)cc1
  BioA inh: -1.6

Cc1ccc(S(=O)(=O)N(C)C[C@@H]2Oc3c(NC(=O)Nc4ccc(F)cc4)cccc3C(=O)N([C@H](C)CO)C[C@@H]2C)cc1
  BioA inh: -1.2

The final 5 compounds of the section above lead into the next:
C[C@H](CO)N1C[C@H](C)[C@@H](CN(C)C(=O)Nc2ccccc2)OCc2ccccc2-c2ccccc2C1=O
  BioA inh: -0.1

CO[C@H]1CN(C)C(=O)c2ccc(NC(=O)C3CCCCC3)cc2OC[C@H](C)NC[C@H]1C
  BioA inh: -1.5

C[C@H](CO)N1C[C@H](C)[C@H](CN(C)Cc2ccncc2)Oc2c(NS(=O)(=O)c3ccccc3)cccc2C1=O
  BioA inh: -1.3

C[C@@H]1CN([C@@H](C)CO)C(=O)Cc2cc(NC(=O)Nc3ccc(F)cc3)ccc2O[C@@H]1CN(C)S(=O)(=O)c1ccc(F)cc1
  BioA inh: -1.6

Cc1ccc(S(=O)(=O)N(C)C[C@@H]2Oc3c(NC(=O)Nc4ccc(F)cc4)cccc3C(=O)N([C@H](C)CO)C[C@@H]2C)cc1
  BioA inh: -1.2

CC(=O)N(C)C[C@H]1OCc2ccccc2-c2c(n(C)c3ccccc23)C(=O)N([C@H](C)CO)C[C@H]1C
  BioA inh: -0.6

CO[C@@H]1CN(C)C(=O)c2cc(NS(=O)(=O)CC(F)(F)F)ccc2OC[C@H](C)N(CCC(F)(F)F)C[C@H]1C
  BioA inh: -2.1

CN1[C@@H]2c3ccc(-c4ccccc4)c(=O)n3C[C@@H]2[C@@H](CO)[C@@H]1C(=O)NC1Cc2ccccc2C1
  BioA inh: 5.1

C[C@H]1CN([C@@H](C)CO)C(=O)c2cc(NS(C)(=O)=O)ccc2O[C@H]1CN(C)S(=O)(=O)c1ccc(F)cc1
  BioA inh: 5.8

COc1ccc(NC(=O)Nc2ccc3c(c2)C(=O)N([C@H](C)CO)C[C@@H](C)[C@H](CN(C)Cc2ccc(C(F)(F)F)cc2)OCCCC[C@H](C)O3)cc1
  BioA inh: -1.8

C[C@@H](NC(=O)C[C@@H]1C=C[C@H](NS(=O)(=O)c2cccc(F)c2)[C@@H](CO)O1)c1ccccc1
  BioA inh: -7.1

COc1ccc(NC(=O)Nc2ccc3c(c2)C(=O)N([C@@H](C)CO)C[C@H](C)[C@H](CN(C)S(=O)(=O)c2ccc(OC)cc2)O3)cc1
  BioA inh: -3.6

C[C@@H]1CN([C@H](C)CO)C(=O)c2cc(C#Cc3cccc(F)c3)cnc2O[C@@H]1CN(C)C(=O)C1CCC1
  BioA inh: 1.5

C[C@H](O)C#Cc1cnc2c(c1)C(=O)N([C@H](C)CO)C[C@@H](C)[C@@H](CN(C)C(=O)c1ccc(F)cc1)O2
  BioA inh: 2.7

CN1CCN(C(=O)C[C@@H]2CC[C@H]3[C@H](COc4ccc(NC(=O)C5CCOCC5)cc4C(=O)N3C)O2)CC1
  BioA inh: -1.6

COc1ccc(NC(=O)Nc2cccc3c2O[C@@H](CN(C)C(=O)Nc2ccc4c(c2)OCO4)[C@H](C)CN([C@H](C)CO)C3=O)cc1
  BioA inh: -1.5

Cc1ccc(S(=O)(=O)N(C)C[C@H]2OCCCC[C@@H](C)Oc3ccc(NC(=O)c4ccccc4)cc3C(=O)N([C@H](C)CO)C[C@@H]2C)cc1
  BioA inh: -2.0

COc1ccc(C#Cc2ccc3c(c2)O[C@H](CN(C)C(=O)c2ccccn2)[C@H](C)CN([C@H](C)CO)S3(=O)=O)cc1
  BioA inh: -1.9

CCC(=O)N(C)C[C@@H]1Oc2cc(C#Cc3ccncc3)ccc2S(=O)(=O)N([C@H](C)CO)C[C@@H]1C
  BioA inh: -1.4

CCCC(O)C#Cc1cnc2c(c1)C(=O)N([C@H](C)CO)C[C@H](C)[C@H](CN(C)C(=O)Nc1ccccc1)O2 (some centres not stated)
  BioA inh: 0.1

CO[C@@H]1CN(C)C(=O)c2ccc(NS(C)(=O)=O)cc2OC[C@@H](C)N(C(=O)NC(C)C)C[C@H]1C
  BioA inh: -0.8

CO[C@@H]1CN(C)C(=O)c2cc(NC(=O)Nc3ccc4c(c3)OCO4)ccc2OC[C@@H](C)N(C)C[C@H]1C
  BioA inh: 0.7

C[C@@H]1CN([C@H](C)CO)C(=O)c2cc(NC(=O)Nc3ccc(C(F)(F)F)cc3)ccc2O[C@@H]1CN(C)S(=O)(=O)c1ccc(Cl)cc1
  BioA inh: -4.7

C[C@@H]1CN([C@H](C)CO)C(=O)c2cc(NC(=O)Nc3ccccc3)ccc2O[C@@H](C)CCCCO[C@H]1CN(C)S(C)(=O)=O
  BioA inh: 2.5

C[C@H](CO)N1C[C@H](C)[C@@H](CN(C)Cc2ccccc2)Oc2ccc(NC(=O)c3ccncc3)cc2CC1=O
  BioA inh: 0.2

N#C[C@H]1[C@@H](c2ccccc2)[C@H](CO)N1S(=O)(=O)c1cccc(F)c1
  BioA inh: 2.5

C[C@@H]1CCCCO[C@@H](CN(C)S(=O)(=O)c2ccc(Cl)cc2)[C@@H](C)CN([C@H](C)CO)C(=O)c2cc(NS(=O)(=O)c3ccc(F)cc3)ccc2O1
  BioA inh: -1.8

C[C@H]1CN([C@@H](C)CO)C(=O)c2cccc(NC(=O)Nc3ccc(C(F)(F)F)cc3)c2O[C@@H]1CN(C)S(=O)(=O)c1cccs1
  BioA inh: 0.7

C[C@@H]1CN([C@@H](C)CO)C(=O)c2cccc(NC(=O)c3ccc(-c4nccs4)cc3)c2O[C@H]1CN(C)Cc1ccc(C(=O)Nc2ccccc2N)cc1
  BioA inh: -3.5

C[C@@H]1CN([C@H](C)CO)C(=O)c2cc(C3=CCCC3)cnc2O[C@H]1CN(C)Cc1ccccc1
  BioA inh: 5.3

C[C@@H]1CCCCO[C@@H](CN(C)S(C)(=O)=O)[C@H](C)CN([C@@H](C)CO)C(=O)c2cc(NC(=O)Nc3cccc4ccccc34)ccc2O1
  BioA inh: -1.6

CC(C)C#Cc1ccc([C@@H]2[C@@H](C#N)N(C(=O)c3ccccn3)[C@H]2CO)cc1
  BioA inh: -4.0

C[C@H](CO)N1C[C@H](C)[C@H](CN(C)C(=O)NC2CCCCC2)OCCCC[C@H](C)Oc2ccc(NC(=O)Nc3ccccc3)cc2C1=O
  BioA inh: 0.0

C[C@H](CO)N1C[C@H](C)[C@H](CN(C)S(=O)(=O)c2ccccc2)Oc2ccc(NC(=O)CCC(F)(F)F)cc2CC1=O
  BioA inh: 0.3

C[C@@H]1CN([C@@H](C)CO)C(=O)c2cccc(NS(=O)(=O)c3ccc(F)cc3)c2O[C@@H]1CN(C)S(=O)(=O)c1cn(C)cn1
  BioA inh: 2.4

CN(C[C@H]1[C@H](c2ccccc2)[C@H](CO)N1Cc1ccccn1)S(C)(=O)=O
  BioA inh: -3.3

Cc1noc(C)c1S(=O)(=O)N(C)C[C@@H]1OCCCC[C@@H](C)Oc2ccc(NC(=O)C3CCCCC3)cc2C(=O)N([C@@H](C)CO)C[C@@H]1C
  BioA inh: -0.3

CC(C)NC(=O)Nc1ccc2c(c1)CC(=O)N([C@H](C)CO)C[C@H](C)[C@H](CN(C)S(=O)(=O)c1ccc(F)cc1)O2
  BioA inh: 4.1

C[C@@H]1CCCCO[C@H](CN(C)C(=O)Nc2ccc(F)cc2)[C@@H](C)CN([C@H](C)CO)C(=O)c2cc(NS(=O)(=O)c3cn(C)cn3)ccc2O1
  BioA inh: 0.0

CO[C@H]1CN(C)C(=O)c2cc(NS(=O)(=O)CC(F)(F)F)ccc2OC[C@H](C)N(C)C[C@H]1C
  BioA inh: -2.0

C[C@@H]1CN([C@H](C)CO)C(=O)c2cc(NS(=O)(=O)c3ccc(Cl)cc3)ccc2O[C@@H](C)CCCCO[C@@H]1CN(C)Cc1ccc(Cl)c(Cl)c1
  BioA inh: -0.8

CO[C@H]1CN(C)C(=O)c2cc(NC(=O)C3CCC3)ccc2OC[C@@H](C)N(CC2CCCCC2)C[C@@H]1C
  BioA inh: -0.5

CC(C)NC(=O)N1[C@@H](CO)[C@H](c2ccccc2)[C@@H]1CNC(=O)CN(C)C
  BioA inh: -2.8

O=C(C[C@H]1C=C[C@@H](NC(=O)c2cccc(F)c2)[C@H](CO)O1)NCc1ccccc1
  BioA inh: 1.0

C[C@H](O)C#Cc1ccc([C@H]2[C@@H](CO)N3CCCCN(CC4CCOCC4)C[C@@H]23)cc1
  BioA inh: -0.7

C[C@@H]1CCCCO[C@H](CN(C)S(=O)(=O)c2cn(C)cn2)[C@H](C)CN([C@@H](C)CO)C(=O)c2cc(NC(=O)Nc3cccc4ccccc34)ccc2O1
  BioA inh: -0.3

O=C(NCC[C@@H]1CC[C@@H](NS(=O)(=O)c2cccc(F)c2)[C@H](CO)O1)C1CCOCC1
  BioA inh: -2.1

C[C@@H]1CCCCO[C@H](CN(C)C(=O)Nc2ccc3c(c2)OCO3)[C@@H](C)CN([C@H](C)CO)C(=O)c2cc(NC(=O)Nc3ccccc3)ccc2O1
  BioA inh: -0.4

O=C(N[C@H]1C=C[C@H](CC(=O)N2CCN(c3ccccc3)CC2)O[C@@H]1CO)c1ccncc1
  BioA inh: -0.2

C/C=C/c1ccc2c(c1)O[C@@H](CN(C)C(C)=O)[C@@H](C)CN([C@@H](C)CO)S2(=O)=O
  BioA inh: 6.4

O=C(Cc1ccccc1)N1CC[C@@H]2[C@H](CO)Nc3ccc(-c4ccccc4)cc3[C@@H]21
  BioA inh: -2.8

CC(=O)N(C)C[C@H]1Oc2cc(-c3ccc(C)cc3)ccc2S(=O)(=O)N([C@H](C)CO)C[C@H]1C
  BioA inh: -0.4

C[C@@H]1CN([C@H](C)CO)C(=O)c2cc(C#Cc3ccccc3)cnc2O[C@@H]1CN(C)C(=O)CN(C)C
  BioA inh: 4.7

C[C@@H]1CN([C@H](C)CO)C(=O)c2cc(NS(C)(=O)=O)ccc2O[C@@H](C)CCCCO[C@@H]1CN(C)Cc1ccc(Cl)c(Cl)c1
  BioA inh: 1.1

C[C@H]1CN([C@@H](C)CO)C(=O)c2cc(NS(=O)(=O)c3ccc(F)cc3)ccc2O[C@@H]1CN(C)Cc1ccc(C(F)(F)F)cc1
  BioA inh: 2.5

O=C(N[C@H]1CC[C@H](CCNS(=O)(=O)c2ccc(F)cc2)O[C@@H]1CO)c1cccc(F)c1
  BioA inh: 3.5

CO[C@@H]1CN(C)C(=O)c2ccc(NC(=O)c3ccccc3F)cc2OC[C@H](C)NC[C@H]1C
  BioA inh: 0.4

COCC(=O)Nc1ccc2c(c1)C(=O)N(C)C[C@H](OC)[C@@H](C)CN(Cc1cccnc1)[C@H](C)CO2
  BioA inh: -0.6
